Rtt109 HAT inh – inhibitors of Candida albicans Rtt109/Vps75 histone acetyltransferase; Q5AAJ8; purified Rtt109/Vps75, ThioGlo CoA-SH fluorescence, 4 h; inhibition, % at 34.9 µM; hit rate 0.16% among 330,000;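 active = inhibition of at least 50% in every replicate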
CAL PDZ FP-1 – CAL PDZ (human) peptide binding inhibition; AID 602252; inhibition, % at 24.9 µM; purified CAL PDZ, TMR-peptide fluorescence polarization, 1 h; hit rate 0.92% among 300,000;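 active = mean inhibition of at least 30% with at least half of replicates also reaching 30%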;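 note: 0% = DMSO neutral control and 100% = excess unlabeled competitor peptide PRC23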
DAGLB inhibitor – blocks human DAGLB lipase activity | Q8NCG7 | AID 504411 | HEK293T DAGLB membrane lysate, EnzChek fluorogenic substrate | hit rate 0.059% among 340,000 | inhibition, % at 5.17 µM; in the data active = inhibition above about 34%;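 note: 0% = enzyme with vehicle and 100% = wells lacking enzyme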
Target sequence (Q8NCG7 whole entry, looked up): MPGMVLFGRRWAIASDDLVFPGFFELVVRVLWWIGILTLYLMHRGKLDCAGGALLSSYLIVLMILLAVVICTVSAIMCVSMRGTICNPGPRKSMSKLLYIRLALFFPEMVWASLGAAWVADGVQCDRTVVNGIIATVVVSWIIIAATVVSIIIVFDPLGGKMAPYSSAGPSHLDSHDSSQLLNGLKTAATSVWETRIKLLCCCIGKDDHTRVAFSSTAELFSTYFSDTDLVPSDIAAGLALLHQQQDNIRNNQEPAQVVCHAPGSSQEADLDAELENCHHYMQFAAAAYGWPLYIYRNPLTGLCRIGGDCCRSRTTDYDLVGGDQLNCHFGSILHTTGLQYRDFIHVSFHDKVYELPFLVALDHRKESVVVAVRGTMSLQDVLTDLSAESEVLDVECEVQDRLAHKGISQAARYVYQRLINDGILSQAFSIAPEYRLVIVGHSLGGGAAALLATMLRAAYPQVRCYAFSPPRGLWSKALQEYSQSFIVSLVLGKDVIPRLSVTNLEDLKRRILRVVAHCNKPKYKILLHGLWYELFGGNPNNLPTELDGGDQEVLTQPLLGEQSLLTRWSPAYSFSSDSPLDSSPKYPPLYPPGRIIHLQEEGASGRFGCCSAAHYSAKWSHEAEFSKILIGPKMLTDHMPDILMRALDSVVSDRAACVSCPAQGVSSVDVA
CAL PDZ FP-2 – blocks peptide binding to human CAL PDZ domain | purified CAL PDZ, TMR-peptide fluorescence polarization, 1 h | inhibition, % at 20 µM | hit rate 0.02% among 330,000 | AID 504414;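 active = highest replicate inhibition of at least 40%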;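 note: plate controls were DMSO neutral control wells for no effect and unlabeled competitor peptide control wells for full effect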
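Read-out basis: mP drop reported as inhibition | Assay system: Tagged CAL PDZ protein CerCALP, purified | Benchmarks: Unlabelled peptide for full inhibition, DMSO wells as neutral | Schedule: 1 h incubation at room temperature before polarization reading | Buffer or medium: Sodium phosphate/NaCl buffer pH 7.4 with TCEP, IgG, Thesit | Doses: Single point, 20 µM | Measured by: Fluorescence polarization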
C-LANA FP – blocks KSHV LANA C-terminal domain binding to DNA. MBP-C-LANA/FAM-LBS DNA binding, fluorescence polarization. inhibition, % at 9 µM. hit rate 0.078% among 340,000. AID 504423;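 active = highest replicate inhibition at or above 60% at 9 µM, even if other replicates fall short; inactive = all replicates below 60% inhibition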;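 note: 0% = neutral control wells and 100% = 4 µM acridine orange control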
RTF Ca sens inh – cardiac RTF calcium desensitization; hit rate 0.12% among 340,000; inhibition, % at 7.15 µM; AID 493244; IANBD-labeled cardiac RTF, Ca2+ fluorescence; P19429+P45379;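 active = inhibition above the mean inhibition of all tested compounds plus 3 SD, cut at about 17% in these data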;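 note: assay run at fixed EC70 calcium of 1.6 mM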
PKA-R2B activ – PKA-R2B complex activation | PKA-R2B holoenzyme dissociation, Cy5-IP20 fluorescence polarization; R2B truncated from residue 108, S112A mutant; 0% DMSO only, 100% 113 µM cGMP | activation, % at 11.4 µM | P22694+P31323 | hit rate 0.079% among 340,000;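 active = activation above a cutoff set at the mean over all compounds plus 3 SD, cut at about 18% in these data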;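 note: higher means more holoenzyme dissociation and a rise in polarization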
Target sequence (P31323 whole entry, looked up, other chains not shown, the tested form may be a part): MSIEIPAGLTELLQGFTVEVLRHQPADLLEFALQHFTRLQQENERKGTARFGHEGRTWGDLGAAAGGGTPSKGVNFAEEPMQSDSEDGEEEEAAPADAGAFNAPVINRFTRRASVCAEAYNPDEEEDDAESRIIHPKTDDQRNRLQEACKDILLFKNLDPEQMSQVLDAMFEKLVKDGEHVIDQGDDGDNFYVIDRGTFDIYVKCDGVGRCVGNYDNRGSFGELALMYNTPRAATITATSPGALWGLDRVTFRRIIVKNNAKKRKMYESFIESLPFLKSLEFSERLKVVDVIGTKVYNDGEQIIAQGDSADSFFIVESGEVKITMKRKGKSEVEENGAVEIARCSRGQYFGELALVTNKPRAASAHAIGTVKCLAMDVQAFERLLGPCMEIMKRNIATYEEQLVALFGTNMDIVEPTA
SR-BI DiI-HDL act – activators of SR-BI mediated HDL lipid uptake; CHO ldlA[mSR-BI] cells, DiI-HDL uptake fluorescence, 3 h; 100 = double the neutral-control signal; activation, % at 12.5 µM; hit rate 0.096% among 320,000; AID 504775;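 active = mean replicate activation of at least 60% and every replicate at or above 60%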;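 note: 0% = median plate neutral-control signal and 100% = twice that signal; values of inactives mirror those of a sister screen read the other way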
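System: LDL receptor-deficient CHO ldlA cells overexpressing murine SR-BI | Timing: 3 h uptake period with compound, 37 °C | Medium: HEPES-buffered (25 mM, pH 7.4) F12 plus 0.5% BSA | Dosing: Single-point compound dose | Signal: Bottom-read fluorescence, 550/595 nm | Read-out: Retained DiI signal reflecting DiI-HDL uptake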
cardiac RTF act – increases calcium sensitivity of human cardiac regulated thin filaments; IANBD-labeled TnC RTF fluorescence at EC20 calcium; 0% EC20 calcium, 100% full calcium; P19429+P45379; activation, % at 7.2 µM; hit rate 0.24% among 340,000;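 active = activation above the mean over all tested compounds plus 3 SD, cut at about 30% in these data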;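 note: rise in fluorescence read as greater calcium sensitivity of cardiac thin filaments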
Keap1-Nrf2 PPI – Keap1-Nrf2 (human) interaction inhibition; Q14145; Keap1 Kelch-Nrf2 peptide fluorescence polarization, 1536-well; inhibition, % at 9.4 µM; hit rate 0.15% among 340,000; AID 504523; in the data active = inhibition above about 12%;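 note: human Keap1 Kelch domain with fluorescein labeled Nrf2 9mer peptide probe; 0% = neutral control wells and 100% = peptide positive control; higher means more block of Keap1 binding to Nrf2 peptide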
Numbers without * were called inactive; x = not tested or not shown. Outcome played no part in choosing rows; overall some 1.6% were active at least once.

SMILES	SR-BI DiI-HDL act	CAL PDZ FP-1	cardiac RTF act	C-LANA FP	Rtt109 HAT inh	PKA-R2B activ	Keap1-Nrf2 PPI	DAGLB inhibitor	RTF Ca sens inh	CAL PDZ FP-2
COc1c(/C=N/NC(=O)c2ccccc2O)c(CCN(C)C(C)=O)cc2c1OCO2	-11	-5	5	0.1	2	-4	-5	-2	-11	-1.4
O=c1[nH]oc(O)c1-c1ncc(C(F)(F)F)cc1Cl	25	-3	4	0.2	5	1	3	0	-8	-0.5
O=C(c1cccnc1)N1CCN(C(=O)c2cccs2)CC1	15	x	2	-0.1	4	-16	2	-3	0	-0.5
CCOC(=O)c1c(-c2ccccc2)oc2ccc(O)c(CN(C)C)c12	6	-6	4	1.0	1	-10	-7	2	-20	-2.6
O=C(Nc1ccc2nc(-c3cccnc3)[nH]c2c1)c1ccco1	38	x	-3	-0.8	1	1	-9	-5	-3	-4.3
O=C1CC(N2CCN(c3ccccc3Cl)CC2)C(=O)N1c1ccccc1 (stereo unspecified)	5	x	2	-0.6	4	-8	4	-5	-5	-0.1
COc1cc(OC)cc(C(=O)Nc2cc(NC(=O)c3ccco3)ccc2OC)c1	-64	-2	7	1.3	x	-8	-5	0	4	-2.7
Cc1ccc(C(=O)N/C(=C/c2ccc(Cl)cc2)C(=O)Nc2cccc(C(=O)O)c2)cc1	6	1	-3	0.2	-2	-6	-1	5	-3	-0.2
Cn1c(CCNC(=O)c2ccco2)nc2cc(NC(=O)C3CCCCC3)ccc21	-10	0	0	-0.4	3	-4	1	-1	-1	-3.1
CCCC(C)C(=O)Nc1nc(C)c(-c2csc(Nc3cc(OC)ccc3OC)n2)s1 (stereo unspecified)	-93	1	3	-2.8	-17	-1	-4	1	9	-0.1
O=C(NCCN1CCCC1)c1ccc2c(c1)N(Cc1ccc(F)cc1)C(=O)c1ccccc1S2=O (stereo unspecified)	16	8	6	0.5	8	-7	2	4	-1	0.1
CCN(Cc1nc2cc(Cl)ccc2c(=O)[nH]1)C(=O)c1cc2c(s1)CCCCC2	0	-5	0	0.6	-6	-6	3	1	2	-1.0
CCOC(=O)NNC(=S)Nc1c(C)n(C)n(-c2ccccc2)c1=O	x	-4	1	-1.6	-5	2	-1	0	-8	-1.0
O=C(NCCCN1CCOCC1)c1ccc(S(=O)(=O)N2CCOCC2)cc1	5	-1	0	0.3	-1	-6	1	3	-28	-2.9
COc1ccc(CCC(C)NC2C3CC4CC(C3)CC2C4)cc1 (stereo unspecified)	-44	-5	-1	3.1	6	-1	0	0	4	x
c1csc(C2=NNC(=NC3CCCCC3)SC2)c1	8	-3	x	1.4	6	x	-1	x	x	0.5
CCN(CC)C(=O)c1ccc(N)cc1	11	x	9	0.0	13	-4	-1	0	-16	-0.6
FCCCOc1ccc(CN2CCN(c3ccccc3F)CC2)cc1	14	2	5	-1.1	-2	6	-5	-7	6	-1.6
Cc1cc(N2CCCC2)nc(SCC(=O)c2ccccc2)n1	-16	-1	6	-1.1	2	-6	1	-2	-6	x
Cc1onc(-c2ccccc2)c1C(=O)Nc1ccc(NC(=O)c2c(-c3ccccc3)noc2C)cc1	-12	-4	8	1.1	6	4	-4	0	-4	-0.1
O=C(O)c1ccc(-c2noc(-c3ccccc3F)n2)cc1	28	-4	12	2.5	-5	-8	-5	1	-20	1.1
CCN(CCCNC(=O)CCn1c(=O)[nH]c2ccsc2c1=O)c1ccccc1	x	-4	1	0.4	2	9	-5	-4	-8	-1.5
Cc1onc(-c2c(F)cccc2Cl)c1C(=O)NCc1ccc(F)cc1	-18	3	5	-0.8	x	-5	-4	-1	-19	-0.3
C=CCn1c(Cc2cccs2)nnc1SCC(=O)NCc1ccco1	6	-1	-2	0.0	16	-5	-2	0	0	-0.8
COc1cccc(CCNC(=O)COc2cccc3c2OC(C)(C)C3)c1	-15	-3	-2	2.2	-3	3	-2	-5	2	-1.9

Sorted by molecular weight (largest number first): some entries from above.
SMILES	SR-BI DiI-HDL act	CAL PDZ FP-1	cardiac RTF act	C-LANA FP	Rtt109 HAT inh	PKA-R2B activ	Keap1-Nrf2 PPI	DAGLB inhibitor	RTF Ca sens inh	CAL PDZ FP-2
COc1c(/C=N/NC(=O)c2ccccc2O)c(CCN(C)C(C)=O)cc2c1OCO2	-11	-5	5	0.1	2	-4	-5	-2	-11	-1.4
FCCCOc1ccc(CN2CCN(c3ccccc3F)CC2)cc1	14	2	5	-1.1	-2	6	-5	-7	6	-1.6
O=C(O)c1ccc(-c2noc(-c3ccccc3F)n2)cc1	28	-4	12	2.5	-5	-8	-5	1	-20	1.1

Additional compounds.
SMILES	SR-BI DiI-HDL act	CAL PDZ FP-1	cardiac RTF act	C-LANA FP	Rtt109 HAT inh	PKA-R2B activ	Keap1-Nrf2 PPI	DAGLB inhibitor	RTF Ca sens inh	CAL PDZ FP-2
O=C(c1ccccc1)n1nnc2ccccc21	-10	2	6	1.2	-1	-5	-1	-2	-11	-0.3
C[C@H](NC(=O)c1ccc(Cl)c(S(=O)(=O)N2CCOCC2)c1)c1nc2ccccc2[nH]1	-23	-1	4	0.6	-10	3	-5	1	-5	1.0
O=C(COc1ccc(F)cc1)NCCCn1ccnc1	5	-4	-2	1.0	-8	8	3	0	12	-2.6
CCc1ccc(N2CC(C(=O)Nc3cc(C)ccc3F)CC2=O)cc1 (stereo unspecified)	5	-7	-1	2.5	8	-4	5	-2	1	0.4
Clc1ccc(-n2c(SC/C=C/c3ccccc3)nnc2-c2cccnc2)cc1	-17	x	-2	-0.1	9	-3	-3	0	-4	-0.5
COCc1[nH]nc2c1C(c1c(F)cccc1Cl)C(C#N)=C(N)O2 (stereo unspecified)	11	-1	-3	-0.7	5	-9	1	-4	2	0.4
N#Cc1ccc(OCc2noc(-c3ccsc3)n2)cc1	-1	-6	-2	0.1	-8	4	-1	-1	0	-1.0
COc1ccc(OC)c(N(CC(=O)N2CCCCC2)S(=O)(=O)c2ccc(OC)c(OC)c2)c1	55	-1	-6	-0.2	1	-7	0	4	12	-2.4
CCOc1ccc(S(=O)(=O)NCCC(=O)NCC2CCCO2)cc1 (stereo unspecified)	17	-16	1	1.6	-3	2	5	0	-3	-0.4
O=C(Nc1nncs1)c1cc(S(=O)(=O)N2CCOCC2)ccc1Cl	11	0	-2	0.8	5	-5	-1	-2	-7	-3.4
COc1cc(C(=O)N(Cc2cccc(Cl)c2)C2CCS(=O)(=O)C2)cc(OC)c1OC (stereo unspecified)	-3	0	-2	-0.4	-17	-6	-5	-1	-2	1.8
COc1cnc(-c2ccccc2)nc1Oc1ccccc1C	-18	x	-3	-0.3	9	-11	-1	-7	4	0.0
O=C(Cc1ccc(Br)cc1)Nc1nc2ccccc2[nH]1	x	x	-2	0.2	-3	-5	-3	-1	-16	-2.0
CC(=O)NC1=NC(=O)/C(=C/N2CCCCC2)S1	17	x	4	-1.3	5	-5	1	0	-2	0.5
COc1ccc2nc(C)cc(N/N=C/c3cccc(OC)c3O)c2c1	11	-7	-2	-8.9	0	-1	-6	3	-6	-1.0
Cc1cc2nc(Cl)c(Cl)nc2cc1C	21	-3	-1	-2.1	-4	-13	-4	-1	-3	0.3
CCCN(CCC)S(=O)(=O)c1ccc2c(c1)CCCN2C(C)=O	x	-6	-3	1.4	2	-14	6	1	-9	-4.3
CC(Cl)C(=O)Nc1c2c(nn1-c1ccccc1)CSC2 (stereo unspecified)	7	9	-3	-1.2	-6	-3	5	-2	-1	-0.8
CC(C)(C)NC(=O)CN(Cc1cccs1)C(=O)CN1C(=O)C(=O)c2ccccc21	27	-3	4	-0.7	-4	-15	0	3	-6	-0.6
CC[C@]12c3[nH]c4cc(CCC(=O)N(C)C)ccc4c3CCN1C(=O)[C@@H](CC(=O)NC/C=C(\C)CCC=C(C)C)C[C@@H]2C(=O)N1CCN(C(=O)C2CC2)CC1	-8	0	-1	2.2	7	-4	-2	2	-9	0.2
Oc1[nH]c2ccccc2c1N=Nc1cccc(Cl)c1	-8	3	16	5.2	x	2	-2	-3	-20	0.4
Cc1cccc(Nc2c(F)c(F)c(F)c(F)c2C(=O)O)c1	7	-1	1	2.1	8	0	-5	4	-5	1.2
CCCN(CCC)C(=O)C1CCCN1S(=O)(=O)c1cccc2nsnc12 (stereo unspecified)	-4	1	3	-2.3	-4	3	-2	0	-12	-0.1
Cc1ncc(CN2CCN(C3CCCC3)C(CCO)C2)s1 (stereo unspecified)	14	82*	9	-0.5	-2	1	1	-3	9	-0.1
CCOc1ccc(N2C(=O)CN(C)C2=S)cc1	0	-4	-2	-1.0	-5	0	-4	-1	-4	-0.7
COc1cc2nc(SCC(=O)NCCc3ccccc3)n(Cc3ccco3)c(=O)c2cc1OC	3	-4	2	0.9	-1	-5	-2	0	1	-0.6
CC(C)C(=O)NNC(=O)c1csc(-c2cccs2)n1	9	-3	1	1.1	8	1	3	-2	1	-1.2
N#C/C(=C(/O)COC(=O)CSc1ccc(Cl)cc1)c1nc2ccccc2[nH]1	-10	0	5	-1.0	2	-1	0	2	-18	-0.4
COc1ccc(CNC(=O)COC(=O)c2c(NC(C)=O)sc(C)c2C)cc1	-3	26	3	-2.1	-18	-8	-4	-6	-11	-1.4
O=C1CC2C(CCC23OCCO3)c2ccc3ccccc3c21 (stereo unspecified)	-23	0	-3	-1.6	-8	-6	-4	-4	-3	-0.6
CCN1C(=O)c2c(C)nc3ccccc3c2C1=O	-12	x	-5	2.9	3	7	-2	0	4	-3.7
Cc1ccc(-n2nc3c(=O)n(CCCC(=O)NCc4ccccc4F)nc(C)c3c2C)cc1	-35	0	0	0.1	-6	-11	-2	-2	-2	-3.5
C=CCC1c2cccc(C(=O)O)c2C(=O)N1c1ccc(Cl)cc1 (stereo unspecified)	3	0	-3	-1.7	5	0	3	2	-1	0.0

Records listed above printed as active in CAL PDZ FP-1.
Compound	SR-BI DiI-HDL act	CAL PDZ FP-1	cardiac RTF act	C-LANA FP	Rtt109 HAT inh	PKA-R2B activ	Keap1-Nrf2 PPI	DAGLB inhibitor	CAL PDZ FP-2
Cc1ncc(CN2CCN(C3CCCC3)C(CCO)C2)s1 (stereo unspecified)	14	82*	9	-0.5	-2	1	1	-3	-0.1

Assay outcomes (PubChem)
